# mcGAS inh – cyclic GMP-AMP synthase inhibitors, mouse, primary biochemical chemiluminescence | Q8C6L5 | 0.15% of 160,000 active | recombinant cGAS, Kinase-Glo ATP depletion luminescence | inhibition, % at 12.5 µM;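 also: 0% = negative control wells and 100% = reference inhibitor with no enzyme activity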
# NPYLR7 ag – agonists of mosquito NPYLR7 receptor, primary screen, cell-based, Aedes aegypti, calcium fluorescence, mosquito biting behavior; 0.15% of 270,000 active; activation, % at 10 µM; Aedes aegypti neuropeptide Y-like receptor 7 (NPYLR7); HEK293T NPYLR7/Galpha15, GCaMP6s calcium fluorescence; in the data active = activation above about 40%;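 also: 0% = vehicle and 100% = reference agonist at the receptor; some compounds past the cut are filed as inactive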
# hcGAS inh – Primary biochemical luminescence assay for human cyclic GMP-AMP synthase inhibitors; Q8N884; recombinant h-cGAS, ATP depletion, Kinase-Glo luminescence; inhibition, % at 12.5 µM; 0.081% of 290,000 active;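 also: 0% = vehicle reaction and 100% = reaction without DNA for no activity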
# Target sequence (Q8N884 whole entry, looked up): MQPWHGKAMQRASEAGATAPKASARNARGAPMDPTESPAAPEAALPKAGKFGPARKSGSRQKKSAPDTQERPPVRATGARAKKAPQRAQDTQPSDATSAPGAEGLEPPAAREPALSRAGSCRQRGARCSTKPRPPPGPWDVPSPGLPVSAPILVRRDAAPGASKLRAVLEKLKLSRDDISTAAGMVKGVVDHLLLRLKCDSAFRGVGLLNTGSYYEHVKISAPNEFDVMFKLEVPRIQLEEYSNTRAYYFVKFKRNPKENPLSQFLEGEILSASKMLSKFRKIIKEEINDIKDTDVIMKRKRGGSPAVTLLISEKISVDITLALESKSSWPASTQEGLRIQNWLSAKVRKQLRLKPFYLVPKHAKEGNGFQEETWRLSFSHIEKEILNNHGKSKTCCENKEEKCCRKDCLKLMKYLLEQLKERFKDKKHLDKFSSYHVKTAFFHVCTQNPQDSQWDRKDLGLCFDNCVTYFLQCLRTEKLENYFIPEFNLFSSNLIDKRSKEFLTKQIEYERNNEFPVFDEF
# * marks the source's active call; other numbers are inactive results; · = no result given; & = joins results of further samples. Rule as the data show it, unless noted: active = inhibition above about 40%; inactive = the rest.
SMILES,mcGAS inh,NPYLR7 ag,hcGAS inh
S=c1[nH]nc(C2C3CCCCC32)n1-c1cc(Cl)cc(Cl)c1 (stereo unspecified),-2,-12,-2
Cc1ccc2[nH]c3c(=O)n(CC(=O)NCc4ccc(Br)cc4)cnc3c2c1,-7,·,-7
Cc1ccc(-n2ncc(Oc3ccccc3F)c(Nc3cccc(C(=O)NCCN4CCOCC4)c3)c2=O)cc1,-4,12,-4
CCc1nc(C)c(C(=O)N(CC2COc3ccccc3O2)C(C)C)o1 (stereo unspecified),·,-3,3
Brc1ccc2[nH]cc(C=Nc3ccc(N4CCOCC4)cc3)c2c1,-4,-3,-2
O=C(c1cncn1-c1ccccc1)N1CCN(S(=O)(=O)c2ccc(F)c(Cl)c2)CC1,·,8,-8
CC(C)c1nnsc1CO,·,-14,-5
Cc1ccc(S(=O)(=O)NC(C)C2C3CC4CC(C3)CC2C4)c(C)c1 (stereo unspecified),-2,-1,-3
CCn1cc(CN2Cc3cc(C)ccc3OC(c3ccsc3)C2)c(C)n1 (stereo unspecified),-12,1,-10
COc1ccc(S(=O)(=O)NCC2CCCN(C(=O)C=C(C)C)C2)cc1 (stereo unspecified),·,4,2
COc1cccc(C(=O)N(Cc2csc(COc3cccc(Cl)c3)n2)C(C)C)c1,-7,-4,-3
O=c1nc2c3ccccc3ncn2[nH]1,5,4,-1
Cc1occc1-c1nnc(SCc2nc(-c3cccs3)no2)n1C,·,5,0
Cc1cccc(Nc2nccc(Nc3cccc(C(=O)O)c3)n2)c1,·,9,-7
O=c1c2c3c(sc2nc2n1CCCCC2)CCCC3,-3,1&-1,-7&2
CCCCN(Cc1cccn1Cc1cccc(C)c1)C(=O)CN(C(=O)c1ccc(OC)cc1)C(C)C,-6,·,-12
CCOC(=O)Cc1csc(NC(=O)COc2ccc(Oc3ccccc3)cc2)n1,-5,-8,-8
O=C1C(=O)N(CN2CCCC2c2cccs2)c2ccc(F)cc21 (stereo unspecified),·,16,-6
COc1ccc(-c2nn3c(NCCN4CCOCC4)cc(C)nc3c2C)cc1OC,5,-6,5
CCOC(=O)c1csc(CCNC(=O)c2cn(CC3CCCCC3)nn2)n1,-11,·,-7
O=C(NC1CCCCC1)c1nnc2n1CCN(C(=O)c1cccc(OC(F)(F)F)c1)C2,·,6,-5
Cc1cc(N2CCCC2)nc(SCc2ccc(C(=O)NCc3ccc4c(c3)OCO4)cc2)n1,-5,-8,-7
CC1=[N+]([O-])C(C)(C)C(c2ccco2)=[N+]1[O-],·,15,-9
CCn1cc(C#N)c(=O)n(CCN2C(=O)c3ccccc3S2(=O)=O)c1=O,·,3,-4
CCc1ccc2c(c1)NC(=O)C2(C)Cc1ccc(F)cc1 (stereo unspecified),1,-2,3
C=CCn1c(SCC(=O)NCC2CCCO2)nnc1-c1ccc(OC)cc1 (stereo unspecified),2,·,1
CC1CC(=O)Nc2c1c(NC(=O)c1nc3ccccc3s1)nn2C (stereo unspecified),-13,-12,-5
CC(C)N(Cc1nccn1Cc1ccc(Cl)cc1Cl)C(=O)c1cccc(F)c1,-10,18,-8
COc1ccccc1C(O)c1nnc(Nc2ccccc2C)s1 (stereo unspecified),-5,4,-5
O=C(NCCc1cccc(Cl)c1)c1cccnc1Nc1cccc(Cl)c1,·,-9,-3
CCN(Cc1ccccc1)Cc1nc2sc(C)c(-c3ccc(C)cc3)c2c(=O)[nH]1,·,5,-7
Cn1cc(C(=O)N(Cc2cccc(F)c2)C2CC2)ccc1=O,-14,5,-8
Cc1ccc2sc(Cl)nc2c1C,-7,3,-2
CC1(Cc2ccc3c(c2)OCO3)C(=O)Nc2ccc(-c3ccc4[nH]ccc4c3)cc21 (stereo unspecified),-2,4,-4
CCCn1c(SCC(=O)c2ccc(Br)cc2)nc2ccccc21,1,-1,3
Cc1c(C(=O)N2CCN(C(=O)N(C)C)CC2)cc(-c2ccc(Cl)cc2)n1-c1ccccc1F,-3,-6,-7
O=C(CSc1nnc(Cc2ccccc2)c(=O)[nH]1)Nc1ccc(OC(F)F)cc1,-7,-7,-7
C=C(C)Cn1c(=O)c2c(nc3n2CCN3c2ccc(CCCC)cc2)n(C)c1=O,·,0,-1
CC1CN(C(=O)c2ccccc2NC(=O)c2ccc(C#N)cc2)CC(C)O1 (stereo unspecified),·,1,-6
Clc1cncc(Cl)c1CN1CCC(OCc2cccnc2)CC1,·,-4,-8

# Brought forward from above: 5 compounds; new compounds follow.
SMILES,mcGAS inh,NPYLR7 ag,hcGAS inh
Cc1c(C(=O)N2CCN(C(=O)N(C)C)CC2)cc(-c2ccc(Cl)cc2)n1-c1ccccc1F,-3,-6,-7
O=C(CSc1nnc(Cc2ccccc2)c(=O)[nH]1)Nc1ccc(OC(F)F)cc1,-7,-7,-7
C=C(C)Cn1c(=O)c2c(nc3n2CCN3c2ccc(CCCC)cc2)n(C)c1=O,·,0,-1
CC1CN(C(=O)c2ccccc2NC(=O)c2ccc(C#N)cc2)CC(C)O1 (stereo unspecified),·,1,-6
Clc1cncc(Cl)c1CN1CCC(OCc2cccnc2)CC1,·,-4,-8
CCNC(=O)c1cccc(-c2ccnc3c2ccn3C)c1,-13,1,-3
O=C1CCCc2c1cnc1nc(NC3CCCC3)[nH]c(=O)c21,-2,-1,-5
C[C@@H](NCc1cc(Br)cc2[nH]c(=O)c(=O)[nH]c12)P(=O)(O)O,·,-16,-1
O=C(Nc1c(C(=O)c2ccc3c(c2)OCO3)oc2ccccc12)c1cccc([N+](=O)[O-])c1,·,7,-3
CC(Oc1ccc(Br)cc1)C(=O)NCc1cccc(NC(=O)C2CC2)c1 (stereo unspecified),·,-1,-12
CCC(NS(=O)(=O)c1cnn(CC)c1)c1ccccc1 (stereo unspecified),-7,3,-15
CC(C)(C)CC(=O)N(Cc1ccccc1)CC1CC(c2ccc(Cl)cc2)=NO1 (stereo unspecified),-7,25,-5
Cc1ccc(S(=O)(=O)Nc2cccc(C3SCCS3)c2)c(Br)c1,·,6,-2
CCCCn1c(=O)c2c(nc3n2CC(C)=NN3CCOCC)n(C)c1=O,2,1,3
COC(=O)CN1C(=O)CC2(C1=O)C(=O)N(Cc1ccccc1)c1ccc(OC)cc12 (stereo unspecified),-1,8,0
Cc1cc(N)n(-c2cc(N3CCCCC3c3ncc[nH]3)ncn2)n1 (stereo unspecified),·,-4,0
CCCCc1ccc(Nc2nnc(SCc3nnc(C)o3)s2)cc1,·,12,-3
CN(C)CCCN(C(=O)CCS(=O)(=O)c1ccccc1)c1nc2c(Cl)cccc2s1,-5,9,-1
FC(F)(F)c1cccc(CNc2nccnc2-c2ccccc2)c1,8,-8,-1
Cc1cccc(NC(=O)CCNC2CCN(CC(C)C)CC2)c1,-18,26,-7
CCN(CC)CCN1C(=O)C(O)=C(C(=O)c2ccco2)C1c1ccc(OC)cc1 (stereo unspecified),-7,-1,-5
C=CCOC(=O)COc1ccc2oc(=O)cc(-c3cc4cccc(OC)c4o3)c2c1,-8,-1,-3
Cn1nccc1C(=O)N1CCCC(C(=O)Nc2ccc(-c3cccc(F)c3)cc2)C1 (stereo unspecified),·,4,-9
O=S(=O)(c1ccc(Cl)cc1F)N1CCCC1c1nc2ccccc2[nH]1 (stereo unspecified),-7,6,-6
Nc1nc2c(s1)CN(C(=O)C1CC3(CCNCC3)CN1)CC2 (stereo unspecified),·,2,5
CNc1nc2cnc(Nc3cccc(C)c3)cc2n1-c1ccccc1,-8,10,-3
O=C(NC(CN1CCCC1=O)c1cccc(C(F)(F)F)c1)c1cc(-c2ccco2)[nH]n1 (stereo unspecified),·,1,2
CC(C)(C)C(=O)N1CCC(=NOCc2ccc(F)c(Br)c2)CC1,-15,3,-7
Cc1ccc(CNC(=O)Cn2c(C)cc(C)c(C#N)c2=O)cc1,-8,2,-9
O=C1CN(C(=O)COc2ccccc2F)C2(CCCCC2)C(=O)N1,·,5,-5
CN1CCN(N=Cc2ccccc2O)CC1,·,0,-8
CN1CC2(CCCN(Cc3ccc(-c4ccn[nH]4)s3)CC2)OC1=O (stereo unspecified),-13,5,-12
COc1ccc2c(c1)CCc1cc(C(=O)NN3CCCCC3)sc1-2,·,-15,-9
Cc1ccc(C(=O)N2CCC3(CC2)C(=O)N(CC(=O)NCCc2ccccc2)CN3c2ccccc2)cc1[N+](=O)[O-],-3,21,-5
CSc1cccc(CN(C)C(=O)c2cccnn2)c1,·,-5,4
CC(C)CCNC(=O)C1CSCN1 (stereo unspecified),-10,5,-6
O=C(OCc1nc2ccccc2c2ccccc12)C1COc2ccccc2O1 (stereo unspecified),·,1,-1
CCOC(=O)C1=C(C)NC(C)=C(C(=O)OC)C1c1cc(Cl)cc(Cl)c1OC (stereo unspecified),-8,2,-4
Cc1cc2nc(N(Cc3cccnc3)C(=O)c3cccc(S(C)(=O)=O)c3)sc2cc1C,-4,0,-9
CCCN(CC1CC1)S(=O)(=O)c1ccc(S(N)(=O)=O)cc1,·,1,-5
CC(C(=O)NC1CC1)N1CCCC(c2ncc(-c3ccccc3)[nH]2)C1 (stereo unspecified),·,2,-7
CN(Cc1cc(C2CC2)n[nH]1)C(=O)c1cc(Cn2cnc3ccccc32)[nH]n1,·,-6,-6
CCOc1ccc2c(c1)c(=O)c(S(=O)(=O)c1ccccc1)cn2Cc1ccc(C)cc1,-6,-8,-4
CCCc1ccc(C(=O)N2CCC(n3cnc4cc(C(F)(F)F)ccc43)CC2)cc1,-7,2,-5
CCCCS(=O)(=O)N1CC(=O)N(CCOc2ccccc2)CC(O)C1 (stereo unspecified),-8,2,-5
O=C(NCCn1nc(-c2ccc(Cl)cc2)ccc1=O)c1cccc(C(F)(F)F)c1,2,-2,2
Cc1cc(C)c(NC(=O)Cn2nc(-c3cccs3)c3sc(N4CCOCC4)nc3c2=O)c(C)c1,-7,-1,-9
COc1ccccc1C1(CCN2CCN(C)CC2)CCOC(C)(C)C1 (stereo unspecified),-2,·,-3
CCOC(=O)C1CCCN(C(=O)Cc2ccc(Oc3nc(Cc4cccc(OC)c4)ns3)cc2)C1 (stereo unspecified),-5,5,-8
Cc1nc(C2CCN(C(=O)NCC3CCCC3)CC2)n[nH]1,·,11,-13
CCOC(=O)C1(Cc2ccc(Cl)cc2)CCN(Cc2cnn(C(C)C)c2)CC1,1,10,1
Cc1cc(C(c2cc(C)c(N)c(C)c2)c2ccco2)cc(C)c1N,·,1,-5
CN(C)S(=O)(=O)c1ccc(C(=O)Nn2cnc3c(cnn3C(C)(C)C)c2=O)cc1,·,3,-1
Cc1ccc(N2CCN(C(=O)c3ncc[nH]3)C(C)C2)cc1 (stereo unspecified),·,7,-5
O=C(c1ccccc1Cl)N1CCN(c2nccc(-c3ccc(Oc4ccccc4)cc3)n2)CC1,-4,27,-2
COc1ccc2[nH]c3c(c2c1)CCN(C(=O)COCc1ccccc1)C3c1ccc(OCCCN(C)C)cc1 (stereo unspecified),2,-6,6
CCC(CC)C(=O)C(C#N)C(=O)Nc1ccc(F)cc1 (stereo unspecified),-16,13,-7
O=C(CSCc1ccc(F)cc1)N(c1ccccc1)C1CCS(=O)(=O)C1 (stereo unspecified),·,7,-4
CCN(CC)CC(=O)N1N=C(c2cccc(OC)c2)CC1c1ccc(F)cc1 (stereo unspecified),-4,0,-4
CCCCn1c(N)c(N(CCOC)C(=O)CSc2ccccc2F)c(=O)[nH]c1=O,-8,·,-9
COCCNCc1cc(Cl)ccc1OCc1nc(CO)cs1,·,23,-1
COc1ccc2[nH]c(C(=O)N[C@@H](CCc3ccccc3)C(=O)NCC#N)cc2c1,·,10,-7
O=C(CN1C(=O)COc2ccccc21)Nc1ccc(S(=O)(=O)C(F)F)cc1,·,3,-6
Cn1nnnc1-c1cccc(NC(=O)c2ccco2)c1,-10,1,-8
COCc1nc(C)c(CNC(=O)c2c(C)nc3sccn23)s1,·,8,-13

# An excerpt of these results, with two lines to a compound:
# Screens in order – mcGAS inh | NPYLR7 ag | hcGAS inh
CCC(CC)C(=O)C(C#N)C(=O)Nc1ccc(F)cc1 (stereo unspecified)
 : -16 | 13 | -7
O=C(CSCc1ccc(F)cc1)N(c1ccccc1)C1CCS(=O)(=O)C1 (stereo unspecified)
 : · | 7 | -4

# Exported with values under each structure: 3 of the compounds above.
# Each structure is followed by: mcGAS inh, NPYLR7 ag, hcGAS inh
- Cc1cc(C)c(NC(=O)Cn2nc(-c3cccs3)c3sc(N4CCOCC4)nc3c2=O)c(C)c1
 : -7, -1, -9
- COc1ccccc1C1(CCN2CCN(C)CC2)CCOC(C)(C)C1 (stereo unspecified)
 : -2, ·, -3
- CCN(CC)CC(=O)N1N=C(c2cccc(OC)c2)CC1c1ccc(F)cc1 (stereo unspecified)
 : -4, 0, -4

# (list continues)
SMILES,mcGAS inh,NPYLR7 ag,hcGAS inh
O=C(COc1ccccc1)NN=Cc1ccc(Br)cc1,·,3,-8
O=C(O)C1CC(=O)N(c2cccc(N3CCOC3=O)c2)C1 (stereo unspecified),·,5,-2
COc1ccc(CCOC(=O)C2CCCCN2C(=O)C2=Cc3cc(Cl)ccc3OC2)cc1OC (stereo unspecified),-4,-5,-5
O=C(O)c1occc1CSc1ccccc1,·,-3,-4
COCCCNC(=O)C(=O)NCC(c1ccco1)N1CCc2ccccc21 (stereo unspecified),·,0,-3
COc1ccc(CCN(C)C(=O)c2cc(C)n(C)n2)cc1OC,1,-4,1
CCCCCC1CCC(c2ccc(-c3noc(-c4ccc(Br)cc4)n3)cc2)CC1 (stereo unspecified),-2,-8,3

# A second format for some results above.
# The line under a structure holds: mcGAS inh | NPYLR7 ag | hcGAS inh
CCNC(=O)c1cccc(-c2ccnc3c2ccn3C)c1
    -13 | 1 | -3
CC(C)(C)C(=O)N1CCC(=NOCc2ccc(F)c(Br)c2)CC1
    -15 | 3 | -7
O=C(NC1CCCCC1)c1nnc2n1CCN(C(=O)c1cccc(OC(F)(F)F)c1)C2
    · | 6 | -5

# Assay outcomes as filed in PubChem BioAssay.
